LDHA inh = blocks human lactate dehydrogenase A | actives 0.15% (n = 480,000) | activity change, % (values are at about 110 or 230 µM) | purified LDHA, NADH/diaphorase-resazurin fluorescence; stronger effect = lower value | P00338; in the data active means activity change below about -30%; inconclusive means mostly about -25% to -30%;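 further: plate controls were DMSO wells for no effect and wells without enzyme for full effect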
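Remaining NADH was detected by diaphorase (0.133 mg/mL) converting 37 µM resazurin to fluorescent resorufin, read at 0 and 20 minutes. The preceding 5-minute room-temperature reaction used 2 nM LDHA, 0.2 mM sodium pyruvate and 0.06 mM NADH at pH 7.4.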
Vif-APOBEC3G blk = Vif-A3G binding inhibition. actives 0.076% (n = 410,000). HeLa A3G-eYFP + Vif (tagged APOBEC3G with the HIV-1 protein that degrades it), YFP fluorescence, overnight. AID 602310. Q9HC16. Potency, µM (series often up to 46.1 µM), inactives show at the top dose activity, negative = active, actives largely listed as inhibitors;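 further: potency means the concentration at half of the fitted maximal effect; on the % scale 0 is the no-effect control and ±100 the full control effect; nearly all actives have a fitted effect of over 60% in size; hits raise eYFP signal because A3G escapes Vif-driven loss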
Target sequence (Q9HC16 whole entry, looked up): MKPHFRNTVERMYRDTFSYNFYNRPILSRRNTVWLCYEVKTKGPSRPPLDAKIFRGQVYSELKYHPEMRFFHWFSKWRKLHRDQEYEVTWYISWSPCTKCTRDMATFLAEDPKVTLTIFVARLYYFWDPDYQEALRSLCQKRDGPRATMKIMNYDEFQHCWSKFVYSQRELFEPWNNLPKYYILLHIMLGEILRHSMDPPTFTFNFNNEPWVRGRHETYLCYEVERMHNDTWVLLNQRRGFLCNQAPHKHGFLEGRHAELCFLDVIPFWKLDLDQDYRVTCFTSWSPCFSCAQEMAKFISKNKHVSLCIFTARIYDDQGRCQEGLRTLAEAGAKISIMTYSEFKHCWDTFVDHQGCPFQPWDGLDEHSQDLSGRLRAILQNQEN
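Read-out is eYFP fluorescence (Ex 488/Em 500-530) from Vif-expressing HeLa A3G-eYFP cells; more signal means A3G escaped Vif-mediated degradation. Cells plated overnight, compound pinned in, incubated overnight at 37 deg C.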
Vif-APOBEC3F blk = blocks the Vif interaction with APOBEC3F; actives 0.2% (n = 390,000); AID 602313; HeLa A3F-eYFP + Vif (tagged APOBEC3F with the HIV-1 protein that degrades it), YFP fluorescence increase; Potency, µM (doses to about 46.1 µM), without a hit: at the highest dose activity, negative = active; further: potency means the concentration at half of the fitted maximal effect; % of control where 0% means no effect; nearly all actives have a fitted effect of over 65% in size
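HeLa cells stably expressing A3F-eYFP plus Vif, plated and incubated overnight at 37 deg C, then exposed to compounds overnight at 37 deg C. Blocked degradation read as raised yellow fluorescence (Ex 488/Em 500-530).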
D1 ag = activates the human D1 dopamine receptor; activation, % at 2 µM; HEK293 T-REx D1 cells, calcium flux, agonist mode; actives 1% (n = 360,000); P21728; in the data active means activation above about 30%; further: 0% is about no effect
Target sequence (P21728 whole entry, looked up): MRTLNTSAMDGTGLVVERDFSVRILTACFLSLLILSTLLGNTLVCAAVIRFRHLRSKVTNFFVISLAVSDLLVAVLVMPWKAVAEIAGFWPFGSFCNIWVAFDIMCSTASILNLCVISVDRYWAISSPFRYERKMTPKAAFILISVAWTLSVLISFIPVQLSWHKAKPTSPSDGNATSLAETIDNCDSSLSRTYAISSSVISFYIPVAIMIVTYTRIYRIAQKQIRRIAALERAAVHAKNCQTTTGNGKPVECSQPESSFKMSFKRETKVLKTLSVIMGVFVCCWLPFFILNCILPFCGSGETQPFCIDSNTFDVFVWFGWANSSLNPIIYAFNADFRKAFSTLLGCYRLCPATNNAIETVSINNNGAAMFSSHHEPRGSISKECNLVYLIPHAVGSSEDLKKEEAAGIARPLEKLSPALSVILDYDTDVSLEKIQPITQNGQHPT
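Inducible HEK293 T-REx D1 cells, force-coupled to calcium signalling, were plated at 4000 cells/well with tetracycline and held overnight at 30 C. After no-wash calcium dye loading, compound-evoked calcium rise over 180 s flagged agonists.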
D1 antag = human D1 dopamine receptor antagonism; P21728; HEK293 TREx D1 cells, calcium flux, dopamine EC80; stronger effect = lower value; activity change, negative = inhibition, % at 10 µM; actives 3.2% (n = 360,000); in the data active means activity change below about -30%; further: on the % scale 0 is the no-effect control and ±100 the full control effect
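Using tetracycline-induced force-coupled D1 Hek293 cells and a calcium dye, signals were followed for 180 s after compound, then for 180 s after EC80 dopamine, to detect inhibitors.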
D2 potentiator = D2 dopamine receptor (human) potentiation. P14416. HEK293 T-REx D2, calcium flux, EC20 dopamine potentiation. potentiation, % at 10 µM. actives 0.34% (n = 340,000). AID 485347;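 active means potentiation over 3 SD above the plate norm, cut at about 30% in these data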; further: 0% is about no effect
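Potentiation of an EC20 dopamine calcium response is measured in a force-coupled, tetracycline-inducible Hek293 Trex D2 line. Compound-only kinetic reads over 180 s flag agonists before dopamine addition.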
RXFP1 agonist = agonists of human relaxin receptor RXFP1 | HEK293T-RXFP1 cAMP TR-FRET, 30 min; response scale: percent of porcine relaxin response, buffer zero | Potency, µM (doses to about 57.5 µM), for the others: at the top dose activation, most hits filed as activators | actives 0.3% (n = 370,000); further: potency means the concentration at half of the fitted maximal effect; on the % scale 0 is the no-effect control and ±100 the full control effect; nearly all actives have a fitted effect of over 60% in size; many of its hits are not listed in these tables
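cAMP rise read by TR-FRET after 30 min, 37C compound exposure (up to 58 uM) in RXFP1-transfected HEK293 cells with Ro 20174 present. EC50 from Hill-equation fits, with 29 nM porcine relaxin as 100% and buffer as basal.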
Glioma ERSR ind = inducers of ER stress response in human glioma cells; Potency, µM, for inactives: at the highest dose activation, actives largely listed as activators; U87-MG GRP78 promoter luciferase reporter, 16 h; actives 0.02% (n = 420,000); further: potency means the concentration at half of the fitted maximal effect; series mostly up to about 76 µM; % of control where 0% means no effect; nearly all actives have a fitted effect of over 35% in size
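ERSR induction read as luciferase luminescence (Bright-Glo, 10 min at room temperature) in stably transfected human U87-MG glioma cells exposed to compounds for 16 h, using GRP78 as sensor.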
D1 PAM = potentiators of human D1 dopamine receptor. HEK293 TREx D1 cells, calcium flux, dopamine EC20 potentiation. potentiation, % at 10 µM. actives 0.036% (n = 360,000). AID 504651; in the data active means potentiation above about 30%; further: 0% is about no effect
An asterisk follows results filed as active; u = inconclusive; x = not tested or not shown; & = joins results of further samples. Unless noted, the call rests on the fitted dose curve; in most records, active means well fitted curve in the direction sought with a large enough effect; inconclusive means small, poorly fitted or top-dose-only effect, or another doubt; inactive means no such curve, though single readings can be large; an effect the other way counts as inactive or inconclusive. These rows are one share of the data; count on the stated rates, not on these rows.

SMILES | LDHA inh | Vif-APOBEC3G blk | Vif-APOBEC3F blk | D1 ag | D1 antag | D2 potentiator | RXFP1 agonist | Glioma ERSR ind | D1 PAM
CN(Cc1ccccc1)C(=O)CSc1nc2c(c(C(F)(F)F)n1)CCc1ccccc1-2 | -2 | 0% | -5% | x | x | x | x | -1% | x
Cc1ccc(-c2nnn(CC(=O)NCCC3=CCCCC3)n2)cc1 | -19 | 0% | -5% | 1 | -7 | 6 | -0.2% | -3% | -6
Cc1ccccc1Cc1c(C)nc2nc(SCC(=O)NCCCN3CCCC3)nn2c1C | -1 | 10% | -2% | 0 | 6 | 1 | 1.6% | -2% | -6
COc1ccc2[nH]c(O)c(NC(C)=O)c2c1 | 4 | 3% | 1% | 0 | -21 | 3 | 0.0% | -4% | -4
O=C(NCC(c1ccc2c(c1)OCO2)N1CCOCC1)c1cccc(Cl)c1 (configuration not stated) | -1 | 1% | 3% | 0 | 10 | -9 | 0.0% | -2% | 0
CCCCCCN=C1CC(C)(C)CC(=O)/C1=C(/O)CCC | 6 | -5% | 3% | 1 | 8 | 5 | 0.7% | -4% | 1
COc1cc2c(cc1OC)C(c1ccccc1)CC2=O (configuration not stated) | 0 | -1% | 1% | 2 | 8 | -6 | 0.7% | -3% | 3
O=C(NCc1ccco1)c1ccccc1Br | 1 | 0% | -9% | 1 | 1 | 18 | 2.9% | -4% | -1
O=C(/C=C/Nc1ccc(S(=O)(=O)Nc2cnc3ccccc3n2)cc1)c1ccccc1 | -12 | 0% | 8% | 0 | 7 | 1 | -2.5% | 8% | -4
Cc1ccc(C(C(=O)NC2CCCCC2)N(CC2CCCO2)C(=O)CNC(=O)c2ccco2)cc1 (configuration not stated) | -5 | -1% | -2% | 8 | 2 | -3 | 1.3% | -4% | -1
CCOC(=O)Cn1c(=NC(=O)c2sc3ccccc3c2Cl)sc2cc(S(N)(=O)=O)ccc21 | -7 | -4% | 0% | -2 | -3 | 2 | 7.7% | -8% | 5
O=C(C[C@H]1C[C@H]2c3cc(NC(=O)CC4CC4)ccc3O[C@H]2[C@H](CO)O1)NCc1ccccc1F | -5 | -8% | -2% | x | x | x | x | -3% | x
COc1ccc(CCNC(=O)COC(=O)C2CC2C)cc1OC (configuration not stated) | 1 | 0% | 0% | 0 | 5 | -7 | 0.1% | -4% | 0
O=C(O)c1cccc(S(=O)(=O)Nc2ccc3oc(=O)sc3c2)c1 | 2 | 3% | 2% | 3 | 5 | 3 | -5.2% | -5% | -1
CCn1cc(C(=O)NCCc2ccc(Cl)cc2)c(=O)c2cc(S(=O)(=O)N3CCOCC3)ccc21 | 7 | -3% | -2% | 0 | -1 | 9 | 1.9% | -3% | 5
Oc1ccc(N2CCN(C(c3cccnc3)c3nnnn3Cc3ccccc3)CC2)cc1 (configuration not stated) | 15 | 2% | 0% | 1 | -7 | x | -2.3% | -1% | -5
O=C(NCCNC(=O)c1ccccc1O)c1ccccc1O | 3 | -1% | -7% | 2 | -3 | 11 | -2.4% | 1% | -1
Nc1ccc2c(c1)C(=O)c1ccccc1C2=O | -4 | 0% | u | 3 | 7 | 4 | 0.3% | 1% | -4
Cc1cc(C(=O)Nc2ccc(S(=O)(=O)N3CCCC3)cc2)cs1 | 5 | 0% | 1% | 4 | -14 | 1 | 1.7% | 7% | -3
COc1cc2nc(CN3CCN(S(=O)(=O)c4ccc(Cl)cc4)CC3)[nH]c(=O)c2cc1OC | -2 | 2% | 15% | 1 | 0 | -6 | 3.8% | -2% | 0
COC(=O)c1ccccc1NC(=O)c1ccc(COc2ccccc2Cl)o1 | -7 | -6% | -1% | 4 | -2 | 4 | 2.5% | -2% | -3
CCCCCCC1NC(C(=O)O)CS1 (configuration not stated) | -1 | 1% | 3% | 3 | 0 | -1 | 0.3% | -1% | 4
COCCOC(=O)c1c(C)oc2ccc(NS(=O)(=O)c3ccccc3)cc12 | -1 | 1% | -9% | 3 | -7 | 10 | 3.2% | -3% | -2
C#CCOCCOCCOCCNc1nc(N2CCN(C(=O)CCCCCCCCCCNC(=O)[C@H](CCC(=O)O)n3cc(CCCCCN)nn3)CC2)nc(N2CCN(C(=O)CCCCCCCCCCNC(=O)[C@@H]([C@H](C)O)n3cc(C)nn3)CC2)n1 | -7 | -6% | 1% | 28 | 4 | 5 | 0.9% | -2% | 1
O=S(=O)(NCc1ccco1)c1cccc(S(=O)(=O)N2CCOCC2)c1 | -2 | 2% | -3% | 2 | -3 | -2 | 1.2% | -2% | -6

Later entries.
SMILES | LDHA inh | Vif-APOBEC3G blk | Vif-APOBEC3F blk | D1 ag | D1 antag | D2 potentiator | RXFP1 agonist | Glioma ERSR ind | D1 PAM
CCOC(=O)c1sc(NC(=O)CSc2nnc(C(C)C)n2CC)nc1C | 2 | -5% | -1% | 1 | 0 | 6 | 3.5% | 6% | 0
COc1ccc(C2(C(=O)c3ccccc3)C(=O)c3ccccc3C2=O)cc1 | 3 | -6% | -3% | 3 | 10 | 9 | -1.9% | -4% | 1
CCOc1ccc(-c2nc(SC(C(C)=O)C(=O)N(C)C)c3c(=O)n(C)c(=O)n(C)c3n2)cc1 (configuration not stated) | -2 | -4% | 6% | 1 | 7 | 7 | 2.1% | -1% | 0
Cc1cc2c(cc1S(=O)(=O)CCC(=O)N1CCCC(C)C1)OCC(=O)N2 (configuration not stated) | 2 | -1% | 11% | 4 | -4 | 7 | 0.5% | -4% | -2
CCC/C=C/c1ccc(CN2C(C)C(=O)N(Cc3cn(CC4CCCCC4)nn3)CCS2(=O)=O)cc1 (configuration not stated) | -1 | 0% | -9% | x | x | x | x | 0% | x
CSc1ccc(S(=O)(=O)NCC(=O)OC2CCOC2=O)cc1[N+](=O)[O-] (configuration not stated) | -6 | 0% | 7% | 1 | -8 | 8 | 1.1% | 4% | 0
COc1cccc(C(=O)Nc2cc3c4c(c2)CC(=O)N4CCC3)c1 | -6 | 0% | 9% | 1 | -8 | -7 | 2.0% | 3% | -5
Cc1cc(C)cc(NC(=O)CCS(=O)(=O)c2cccc3nsnc23)c1 | -3 | -1% | 1% | 0 | 11 | 13 | -0.2% | -1% | 1
CCN(CC)S(=O)(=O)c1cccc(C(=O)NC(C(=O)NC2=NCCS2)C(C)C)c1 (configuration not stated) | -9 | -4% | -1% | 1 | -11 | 6 | 1.1% | -6% | -7
CCOc1ccc(CNS(=O)(=O)c2ccc3[nH]c(=O)ccc3c2)cc1 | -3 | -1% | 0% | 0 | 4 | -9 | 2.3% | -1% | -7
COc1ccc(C(CC(=O)O)NC(=O)COc2ccccc2)cc1 (configuration not stated) | 1 | 2% | -13% | 0 | 6 | x | 4.7% | -9% | -2
CC(NC(=O)c1cccs1)C(S)c1ccccc1 (configuration not stated) | 0 | 0% | 9% | 3 | -4 | -20 | -0.3% | -1% | -2
COc1cc2c(=O)n(Cc3ccccc3)c(=O)n(CC(=O)Nc3cc(C(F)(F)F)ccc3Cl)c2cc1OC | 1 | 1% | -4% | 6 | -5 | 7 | 1.8% | -3% | 2
COCCn1nnnc1C(C(C)C)N1CCC(Cc2ccccc2)CC1 (configuration not stated) | -6 | 0% | -8% | 3 | -6 | 5 | -0.2% | -2% | -5
COc1ccc(N2CCC(CNC(=O)Nc3ccc(OC)cc3OC)C2)cc1 (configuration not stated) | 17 | 3% | 3% | 2 | 2 | -7 | -4.4% | -1% | -5
COCCN(CCOC)S(=O)(=O)c1ccc(C(=O)Nc2ccc([N+](=O)[O-])cc2OC)cc1 | -4 | -6% | -43% | 3 | 1 | -3 | -4.6% | 0% | 0
COc1ccccc1-n1c2nc3ccccc3nc2c2c(=O)n(-c3cc(C)cc(C)c3)cnc21 | -3 | 1% | -29% | 6 | -6 | 2 | 4.0% | -6% | 0
O=C(CCCNS(=O)(=O)c1cccs1)N1CCN(c2ccc(F)cc2)CC1 | -2 | -1% | 0% | 3 | -8 | -8 | -2.3% | -5% | -8
CC1=C(C(=O)Nc2cccc(C(=O)NCC(C)c3ccccc3)c2)SCCO1 (configuration not stated) | -3 | 1% | 3% | x | x | x | x | 2% | x
COc1ccc(C(=O)Nc2ccc(S(=O)(=O)Nc3cnc4ccccc4n3)cc2)cc1 | -12&7 | -4% | 5% | 4 | -13 | 2 | 0.6% | -2% | 0
COC(=O)/C=C1/SC(=NC(=O)c2ccccc2)NC1=O | -4 | 0% | 8% | 3 | -1 | 2 | 2.8% | -3% | 3
Cc1ccc(NC(=O)CSc2nc3ccccc3c(=O)n2CCC(=O)NC2CCCCC2)cc1C | 4 | -1% | -7% | 1 | 0 | 16 | u | -5% | -1
CC(O)CNC1c2ccccc2CC1O (configuration not stated) | -2 | -2% | -4% | x | x | x | x | -2% | x
CCc1ccc(CNC(=O)c2c(C)oc3ncnc(N4CCOCC4)c23)cc1 | 3 | 4% | -6% | 1 | -26 | 4 | 2.2% | -4% | -7
O=C(O)CN1C(=O)C(=O)N(Cc2ccc(Cl)cc2Cl)C1=O | 0 | 1% | 5% | 4 | 6 | 14 | 0.4% | -4% | 8
COC(=O)c1ccc(Cn2c(=O)cc(C(F)(F)F)c3c(C)nn(C)c32)cc1 | -12 | -2% | -2% | 4 | 1 | -5 | 4.9% | -5% | -2

4 compounds already listed, arranged by molecular weight, lowest first:
SMILES | LDHA inh | Vif-APOBEC3G blk | Vif-APOBEC3F blk | D1 ag | D1 antag | D2 potentiator | RXFP1 agonist | Glioma ERSR ind | D1 PAM
COC(=O)/C=C1/SC(=NC(=O)c2ccccc2)NC1=O | -4 | 0% | 8% | 3 | -1 | 2 | 2.8% | -3% | 3
O=C(CCCNS(=O)(=O)c1cccs1)N1CCN(c2ccc(F)cc2)CC1 | -2 | -1% | 0% | 3 | -8 | -8 | -2.3% | -5% | -8
CCN(CC)S(=O)(=O)c1cccc(C(=O)NC(C(=O)NC2=NCCS2)C(C)C)c1 (configuration not stated) | -9 | -4% | -1% | 1 | -11 | 6 | 1.1% | -6% | -7
COCCN(CCOC)S(=O)(=O)c1ccc(C(=O)Nc2ccc([N+](=O)[O-])cc2OC)cc1 | -4 | -6% | -43% | 3 | 1 | -3 | -4.6% | 0% | 0

From PubChem
